Source: PubChem BioAssay
ST2 IL33 inh: inhibitors of human ST2 (IL1RL1) binding to IL-33, primary screen, biochemical, AlphaLISA; 78,000 compounds, 2.3% hits; AlphaLISA ST2-Fc/biotin-IL-33 interaction, 1 h; inhibition, % for hits at 17 µM; Interleukin-1 receptor-like 1 (Homo sapiens), Q01638; AID 1259354, 2018; in the data active means inhibition above about 30%; inconclusive means mostly about 10% to 28%
Target sequence (Q01638 whole entry, looked up): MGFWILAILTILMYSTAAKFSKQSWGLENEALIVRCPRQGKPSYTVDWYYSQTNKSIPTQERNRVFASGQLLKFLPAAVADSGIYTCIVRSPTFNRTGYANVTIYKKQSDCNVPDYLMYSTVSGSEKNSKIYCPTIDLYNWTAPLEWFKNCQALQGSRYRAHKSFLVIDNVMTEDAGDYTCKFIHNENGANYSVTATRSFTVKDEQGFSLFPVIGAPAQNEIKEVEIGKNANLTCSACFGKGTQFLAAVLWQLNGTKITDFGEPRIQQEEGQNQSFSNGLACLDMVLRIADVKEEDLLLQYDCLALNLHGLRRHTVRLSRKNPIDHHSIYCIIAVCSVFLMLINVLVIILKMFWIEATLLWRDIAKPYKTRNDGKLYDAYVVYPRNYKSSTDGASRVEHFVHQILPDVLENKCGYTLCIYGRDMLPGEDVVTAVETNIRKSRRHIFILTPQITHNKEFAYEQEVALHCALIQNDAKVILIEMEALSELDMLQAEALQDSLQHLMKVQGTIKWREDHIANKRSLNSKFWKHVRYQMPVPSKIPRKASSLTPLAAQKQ
* hit, by the source's call; i = inactive; ? = inconclusive. A portion of the library. The share of hits here may be higher or lower than overall.

SMILES | ST2 IL33 inh
COCc1cc(N2CC[C@@H](N)[C@@H](OC)C2)ncn1 | ?
COc1ccc(CNC(=O)COc2cc(C)ccc2C)cc1 | i
COc1ccc(C(=O)Nc2c3c(nn2-c2ccc(F)cc2)CS(=O)C3)cc1 (centres undefined) | i
Cc1ccccc1-c1noc(CCCC(=O)N2C[C@@H]3CC[C@H]2C3)n1 | i
Cc1sc2ncn(CC(=O)NC3CCCCC3)c(=O)c2c1C | i
O=C1OCC2=C1C(c1ccc3c(c1)OCO3)Sc1ccccc1N2 (centres undefined) | ?
CCc1ccc(S(=O)(=O)N2CCN(c3cc(-c4ccc(C)cc4)ncn3)CC2)cc1 | ?
Cc1cccc2oc(-c3cccc(NC(=O)c4ccccc4I)c3)nc12 | i
O=C1CCCC2=C1C(c1ccc([N+](=O)[O-])cc1)n1nc(SCc3ccccc3)nc1N2 (centres undefined) | i
O=S(=O)(NCc1ccc(Cl)cc1)c1cccc2nonc12 | ?
CCc1nc(C)ccc1OCC(=O)O | i
CCOc1cc(C(=O)Nc2cccc(NC(=O)c3cccs3)c2)cc(OCC)c1OCC | ?
O=C1CN(S(=O)(=O)c2ccccc2)c2ccccc2N1 | i
O=C(CNS(=O)(=O)c1cccs1)Nc1ccc(F)cc1 | i
CC1CCCCN1C1CN(Cc2cc(F)ccc2O)C1 (centres undefined) | ?
Cc1ccc(-n2cccn2)c(CN2CCCC(C(=O)c3sccc3C)C2)c1 (centres undefined) | i
CSc1cccc(CN2CCCC(Nc3ccccc3)C2)c1 (centres undefined) | i
COc1ccc(S(=O)(=O)NCCn2c(C)cc3ccccc32)cc1 | i
Cc1nc(Cl)c(C(=O)NC(=O)NCc2ccc(Cl)cc2)c(C)c1[N+](=O)[O-] | i
Cc1ccc(S(=O)(=O)Nc2nc(C)c(C)s2)cc1 | i
COc1ccccc1NC(=O)C1=C(C)NC2=C(C(=O)CC(C)(C)C2)C1c1ccc2c(c1)OCO2 (centres undefined) | ?
Cc1ccc(NC(=O)CCc2ccccc2)cc1 | i
CCC1CCCCN1C(=O)c1cc(-c2ccc(Cl)cc2)on1 (centres undefined) | i
CC1=C(C(=O)Nc2ccccc2)C(c2ccc3c(c2)OCO3)n2nnnc2N1 (centres undefined) | i
CCCCNC(=O)NC(C)c1cnc(-c2ccncc2)nc1C (centres undefined) | ?

At a glance, part of the list above:
SMILES | ST2 IL33 inh
Cc1cccc2oc(-c3cccc(NC(=O)c4ccccc4I)c3)nc12 | i
O=C1CCCC2=C1C(c1ccc([N+](=O)[O-])cc1)n1nc(SCc3ccccc3)nc1N2 (centres undefined) | i
O=S(=O)(NCc1ccc(Cl)cc1)c1cccc2nonc12 | ?
CCc1nc(C)ccc1OCC(=O)O | i
CCOc1cc(C(=O)Nc2cccc(NC(=O)c3cccs3)c2)cc(OCC)c1OCC | ?
O=C1CN(S(=O)(=O)c2ccccc2)c2ccccc2N1 | i
O=C(CNS(=O)(=O)c1cccs1)Nc1ccc(F)cc1 | i
CC1CCCCN1C1CN(Cc2cc(F)ccc2O)C1 (centres undefined) | ?
Cc1ccc(-n2cccn2)c(CN2CCCC(C(=O)c3sccc3C)C2)c1 (centres undefined) | i
CSc1cccc(CN2CCCC(Nc3ccccc3)C2)c1 (centres undefined) | i
COc1ccc(S(=O)(=O)NCCn2c(C)cc3ccccc32)cc1 | i
Cc1nc(Cl)c(C(=O)NC(=O)NCc2ccc(Cl)cc2)c(C)c1[N+](=O)[O-] | i
Cc1ccc(S(=O)(=O)Nc2nc(C)c(C)s2)cc1 | i
COc1ccccc1NC(=O)C1=C(C)NC2=C(C(=O)CC(C)(C)C2)C1c1ccc2c(c1)OCO2 (centres undefined) | ?
Cc1ccc(NC(=O)CCc2ccccc2)cc1 | i
CCC1CCCCN1C(=O)c1cc(-c2ccc(Cl)cc2)on1 (centres undefined) | i
CC1=C(C(=O)Nc2ccccc2)C(c2ccc3c(c2)OCO3)n2nnnc2N1 (centres undefined) | i
CCCCNC(=O)NC(C)c1cnc(-c2ccncc2)nc1C (centres undefined) | ?

Other records:
SMILES | ST2 IL33 inh
COc1ccc(NC(=O)CCCn2nc([N+](=O)[O-])c(Br)c2C)cc1 | ?
Cc1nc(NCCN2CCOCC2)c2c3c(sc2n1)CCCC3 | ?
Cc1ccccc1OCC(=O)Nc1ccc(I)cc1Cl | i
CCCC(Nc1ncc(C)c(N(C)C)n1)c1nccn1C (centres undefined) | i
CCOC(=O)c1[nH]c2ccccc2c1NC(=O)COC | i
CCCS(=O)(=O)N1CCN(c2nc(C)cc(N3CCOCC3)n2)CC1 | i
COc1ccc(OC)c(NC(=O)C2CCN(S(=O)(=O)c3cccnc3)CC2)c1 | i
COc1ccc(C(=O)Nc2ccc(-c3ccc([N+](=O)[O-])cc3)cc2)c(OC)c1OC | i
CCOc1ccc(Br)cc1S(=O)(=O)N1CCN(c2nc(C)cc(N3CCCC3)n2)CC1 | i
CN1CC(=O)N2CCN(Cc3ccc(Oc4ccccc4)nc3)CC2C1=O (centres undefined) | i
O=C(CCS(=O)(=O)c1cccc2nsnc12)Nc1ccc(Cl)c(C(F)(F)F)c1 | ?
O=[N+]([O-])c1cccc2ccc(Nc3ccccn3)nc12 | 31.0%*
CN1CCN(c2nc3c(c(=O)[nH]c(=O)n3C)n2CC(=O)c2ccc(Cl)cc2)CC1 | i
COc1ccc(-c2noc([C@@H]3C[C@@H](O)CN3Cc3ccncc3)n2)cc1 | 36.0%*
COCc1cc(C)nc(SCC(=O)Nc2cc(Br)cc3cccnc23)c1C#N | i
CCS(=O)(=O)N1CCN(c2cc(-c3ccc(F)cc3)ncn2)CC1 | i
S=C(S)OC1C[C@H]2C[C@@H]1[C@H]1CCC[C@@H]21 (some centres undefined) | i
COc1cccc(-c2ncnn2-c2sc3c(c2C#N)CCCCC3)c1OC | i
C=C[C@H]1[C@H](O[C@@H]2O[C@H](CO)[C@@H](O)[C@H](O)[C@H]2O)OC=C(C(=O)OC)[C@H]1CCOC(=O)c1cc(O)c(O)c(O)c1 | i
CC(C)c1nccn1CCCNC(=O)c1ccc(N2CCSCC2)nc1 | i
CC(C)(C)S(=O)(=O)c1ccsc1S(C)(=O)=O | i
Cc1cccc(N2C(=O)S/C(=C\c3ccccc3)C2=O)c1 | ?
CC(=O)Nc1ccc(N[C@@H]2O[C@@H](C)[C@H](O)[C@@H](O)[C@H]2O)cc1 | i
COc1ccc(NC(=O)CN2C(=O)C3CCCCN3c3ccc(C(=O)N(C)C)cc32)cc1OC (centres undefined) | i
CS(=O)(=O)c1ccc(CC(=O)N2CCC3(CCCO3)CC2)cc1 | i

Additional results
SMILES | ST2 IL33 inh
CN1CCCC(CCNC(=O)CCN2CCCCO2)C1 (centres undefined) | i
Cn1cc(CC(=O)Nc2ccc3c(c2)OCCO3)c2ccccc21 | i
CSc1ccc(-c2nc(CN3CCC4(CC3)N=C(C)NC4=O)c(C)o2)cc1 | ?
CCc1csc(CNC(=O)C2CCC(=O)N(Cc3cccc(OC)c3)C2)n1 (centres undefined) | i
NNC(=O)CNc1ccc(Cl)cc1Br | i
CCC(=O)N1c2ccccc2-c2nnc(SC)nc2OC1c1ccc2c(c1)OCO2 (centres undefined) | ?
COC(=O)C(NS(=O)(=O)c1ccc(NC(C)=O)cc1)C(C)C (centres undefined) | i
Cc1ccc(Nc2cc(C)nc(Nc3ccc(NC(=O)CCc4ccccc4)cc3)n2)cc1 | i
Cc1cc(C(=O)O)c2ccccc2n1 | i
Cc1ccc(N2CCC(Cc3nn(C)c(=O)n3-c3ccccc3)CC2)nn1 | ?
Cc1cc(C)cc(NC(=O)CC(=O)N[C@H]2CCCC[C@@H]2O)c1 | i
CCOC(=O)c1cc(-c2ccc(OC)cc2)nc2ccc(Br)cc12 | i
CCOC(=O)C1(CCCc2ccccc2)CCN(C(=O)c2nonc2C)CC1 | i
CC1CCCC(C)N1CCNC(=O)c1ccc2c(c1)ncn2C1CCCCC1 (centres undefined) | ?
COCCOC(=O)c1c(C)oc2ccc(OCc3ccc(Cl)c(Cl)c3)cc12 | i
Cn1c(=O)oc2cc(S(=O)(=O)NCc3ccccc3F)ccc21 | i
CC(C(=O)NCCC1=CCCCC1)N1C(=O)c2ccccc2C1=O (centres undefined) | i
Cc1ccc(-c2noc([C@@H]3C[C@@H](O)CN3Cc3cccc(OC(F)(F)F)c3)n2)cc1F | i
COc1cc(CN2CCN(c3ccccc3C)CC2)cc([N+](=O)[O-])c1O | 89.0%*
O=C(c1coc(COc2ccc(F)cc2Cl)n1)N1CCC1c1cccs1 (centres undefined) | ?
CCN(c1ccccc1)c1ncnc2c1cnn2-c1ccccc1 | ?
Cc1ccccc1Nc1c(-c2cccc(Br)c2)nc2cnccn12 | i
CC1=C(C(=O)Nc2nc3ccccc3s2)C(c2ccccc2Cl)C2=C(CCCC2=O)N1 (centres undefined) | i
CSCCOC(=O)C1=C(C)NC(=O)NC1c1ccc(OCc2ccccc2)cc1 (centres undefined) | i
CCCn1c(N2CCCCC2)nc2c1c(=O)[nH]c(=O)n2C | ?

The listing continues:
SMILES | ST2 IL33 inh
CCN(CC)CCNC(=O)c1ccc(NC(C)=O)cc1 | i
O=C(C1CC1)N1CCc2cc(S(=O)(=O)NCCc3ccc(Cl)cc3)ccc21 | ?
CC(C)c1nc2ccccc2n1Cc1ccccc1 | i
CC(C)Oc1ccc(C(CCN2C(=O)CCC2=O)c2ccccc2)cc1 (centres undefined) | i
O=C(O)c1cc(=O)[nH]c2ccccc12 | i
CC1(C)Cc2ccccc2-c2nc(-c3ccccc3)oc(=O)c21 | 41.0%*
COCC(=O)N1CCCN(Cc2ccccc2-c2ccccc2)CC1 | ?
COc1ccc(CN2C[C@@H]3OCC(=O)N(Cc4ccccc4)[C@@H]3C2)cc1 | i
COc1ccc(C(=O)Nc2cc(C)ccc2OCc2cc(=O)n3oc(C)cc3n2)cc1OC | i
O=C1c2ccc([N+](=O)[O-])cc2C(=O)N1CNc1cccc(F)c1 | ?
Cc1c(Cl)cccc1NC(=O)CCS(=O)(=O)c1ccc2c(c1)CC(=O)N2C | i
Cc1ccc(NC(=O)c2cccc(F)c2)cc1[N+](=O)[O-] | i
CC1C(C#N)=C(N)SC(N)=C1C#N | ?
Cc1ccc(N2C(=O)c3cccnc3C2=O)cc1C | i
O=C(CN1C(=O)CC(c2ccccc2)Sc2ccccc21)NCc1ccc2c(c1)OCO2 (centres undefined) | ?
NC(=O)c1ccc(C2SCC(=O)N2Cc2ccccc2)cc1 (centres undefined) | i
Cc1ccc(Nc2cc(C)nc(N3CCN(S(=O)(=O)c4ccc(Cl)cc4)CC3)n2)cc1 | i
COc1cc(C(=O)Nc2nc3ccccc3s2)c(Br)c(OC)c1OC | i
C[C@H]1[C@@H]2[C@@H](O)C([C@H](C)C(=O)N(C)CCC#N)CC[C@@]2(C)CC[C@@H]1NC(=O)c1ccncc1 (some centres undefined) | ?
O=C1N(Cc2ccc(F)cc2)CCCC1(O)CN1CCN(c2cnccn2)CC1 (centres undefined) | ?
Cc1cccc(NC(=O)c2cnc3n(c2=O)CCS3)c1 | i
COc1ccc(-c2cc(C3CC3)nc(N)c2C#N)cc1 | i
COC(=O)[C@@H]1C[C@@H](NS(=O)(=O)c2ccc3c(c2)OCCN3C)CN1C | i
CC(=O)Nc1ccc(C(=O)Nc2ccc(F)cc2)cc1 | i
O=C(Nc1nc2ccc3ccccc3c2s1)c1ccc2c(c1)OCCO2 | i

(cont.)
SMILES | ST2 IL33 inh
COc1ccc(C(=O)C(CO)Oc2ccccc2OC)cc1OC (centres undefined) | i
Cc1ccccc1NC(=O)NCCc1nc2cccnc2n1-c1ccccc1 | ?
Cc1cccc(C(=O)Nc2ccccc2)c1 | i
CC1(C)Cc2c(c(-c3ccccc3)nc3sc4c(NCCN5CCOCC5)ncnc4c23)CO1 | i
COc1ccc(CNC(=O)C(OC)c2ccccc2)cc1 (centres undefined) | i
CNC(=O)c1c(NC(=O)C2CC(C(C)C)=NO2)sc2c1CCCC2 (centres undefined) | ?
COc1ccc(-c2ccc(C(=O)NCCCc3c(C)noc3C)cn2)cn1 | ?
COc1ccc(N2CCCS2(=O)=O)cc1NC(=O)c1cc(C)cc(C)c1 | i
O=C(Nc1c(C(=O)Nc2ccc(Br)cc2)cnn1-c1ccccc1)c1cccc(F)c1 | i
Cc1cc(=O)[nH]c(SC(C)C(=O)N(C)Cc2ccc(C)o2)n1 (centres undefined) | i
O=C(Nc1cc2ccccc2oc1=O)c1ccc(Br)cc1 | ?
COc1c(C)c2c(c(O)c1C/C=C(\C)CC/C=C(\C)CCC(=O)O)C(=O)OC2 | i
Oc1cccc2ccc(/C=C/c3cc4c(cc3Br)OCO4)nc12 | 32.0%*
COc1ccccc1-c1coc2cc(OC(=O)C(C)C)ccc2c1=O | i
Cc1c(C(=O)NCc2cccnc2Oc2ccccc2F)cnc2ccnn12 | ?
O=C(CCS(=O)(=O)c1cccc2nonc12)NCc1cccs1 | i
COc1cccc(Cl)c1-c1ccc2nc(C(C)O)[nH]c2c1 (centres undefined) | i
N#Cc1cccc(NC(=S)N[C@H]2CO[C@H]3[C@@H]2OC[C@@H]3n2cc(COc3ccccc3)nn2)c1 | i
Cc1sc2ncnc(Oc3cccc4cccnc34)c2c1C | ?
CCOC(=O)N1CCN(C(=O)c2csc3nc(-c4cccc(Cl)c4)cn23)CC1 | ?
COCC(=O)N1CCCN(Cc2cc3c(cc2OC)OCCCO3)CC1 | i
Cc1cccn2c(=O)c3cc(C(=O)NCCN4CCOCC4)n(C)c3nc12 | i
Cc1ccc(C(=O)N2[C@H]3CCNC[C@@H]2CC3)cc1N1CCNC1=O | ?
C=CCN(c1ccccc1)S(=O)(=O)c1cccc2cccnc12 | i
CCc1ccc(C2CC(c3c(F)cccc3Cl)n3nc(N)nc3N2)cc1 (centres undefined) | i

Additional structures follow:
SMILES | ST2 IL33 inh
COc1ccc(OC)c(/C=C(\C#N)c2nn(CCO)c(N=Cc3ccc(C)cc3)c2C#N)c1 | ?
CNCC[C@H](Oc1ccc(C(F)(F)F)cc1)c1ccccc1 | ?
Cn1c(SCC(=O)Nc2ccc(F)cc2)nc2c([nH]c3ccccc32)c1=O | ?
CCOC(=O)C1(Cc2cccc(OC)c2)CCCN(C(=O)CSc2ccncc2)C1 (centres undefined) | i
Cc1c(F)cccc1NC(=O)CNCCc1ccccn1 | i
CC1CN(C(=O)Cn2cc([N+](=O)[O-])cn2)CC(C)O1 (centres undefined) | i
